TPT1 inh: C. albicans TPT1 enzyme inhibition | inhibition, % at 5 µM | 300,000 tested, 0.81% active | AID 1962 | recombinant caTPT1, FP RNA substrate dephosphorylation;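 active = inhibition above the mean of all tested compounds plus 3 SD, set per screening campaign, cut at about 24% in these data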;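 also: plate controls were DMSO alone for no effect and ferristatin control at 100 nM for full effect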
PP5 primary: PP5 (human) phosphatase inhibition. purified PP5c, OMFP substrate fluorescence. inhibition, % at 6.7 µM. 320,000 tested, 0.18% active;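 active = inhibition above the campaign's mean inhibition across all tested compounds plus 3 SD, cut at about 9.5% in these data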;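 also: 0% = DMSO only and 100% = 100 µM cantharidin control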
JMJD2C inh: human JMJD2C demethylase inhibition | Q9H3R0 | inhibition, % at 2.35 µM | 330,000 tested, 0.069% active | GST-JMJD2C(1-420) H3K9me3 demethylation, DELFIA europium;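 active = more than half of a compound's replicate wells show inhibition beyond 50%, single wells judged on their own value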;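 also: signal counts dimethyl H3K9 product captured on neutravidin plate; 0% = median of DMSO wells and 100% = 0.3 times that DMSO median; strong numbers were not always called active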
Efflux pump mplx: antifungal efflux pump inhibition, Nile Red retention; 330,000 tested, 0.44% active; S. cerevisiae Candida pump triplex; inhibition, % at 10 µM;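 active = plate passing quality check with inhibition over a set limit, or well fluorescence over plate mean plus 4 SD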;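 also: Nile Red retained in pooled yeast measured as flow cytometry median fluorescence; 0% = buffer negative control and 100% = Enniatin B positive control; higher means more Nile Red kept so more efflux inhibition; some compounds called inactive have numbers as strong as hits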
procasp7 counter: activates human procaspase-7, counter-screen for procaspase-3 activators; recombinant procaspase-7, Ac-DEVD-pNA absorbance 405 nm; D23A/D198A/D206A triple mutant, cannot self-cleave; scale: DMSO 0, 5 µM enzyme 100; activation, % at 8.5 µM; 330,000 tested, 0.093% active; AID 463210;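 active = percent activation above the screen-wide mean plus 3 SD, cut at about 25% in these data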
Target sequence (P55210 whole entry D23A/D198A/D206A): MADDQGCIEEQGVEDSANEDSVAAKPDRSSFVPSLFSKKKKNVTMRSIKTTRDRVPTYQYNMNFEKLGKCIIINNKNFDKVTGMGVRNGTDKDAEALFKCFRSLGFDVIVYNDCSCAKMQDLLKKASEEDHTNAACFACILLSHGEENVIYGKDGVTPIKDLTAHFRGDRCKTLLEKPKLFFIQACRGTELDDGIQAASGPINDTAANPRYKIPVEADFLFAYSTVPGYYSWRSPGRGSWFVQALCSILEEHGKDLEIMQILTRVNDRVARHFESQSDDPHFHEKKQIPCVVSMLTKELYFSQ
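Test system: Procaspase-7 triple mutant (PC-7 D3A). Also added: Ac-DEVD-pNA substrate, 400 µM as added. Schedule: 1 h enzyme–compound preincubation and 2 h substrate reaction, both 25 °C. Signal: p-Nitroaniline absorbance at 405 nm, read at 0 and 120 min. Control set: low DMSO alone, high DMSO plus 5 µM PC-7.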
procasp3 activ: procaspase-3 (human) activation; P42574; recombinant procaspase-3 D3A, Ac-DEVD-pNA absorbance 405 nm; activation, % at 8.5 µM; 330,000 tested, 0.11% active; AID 463141;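 active = activation above the mean of all tested compounds plus 3 SD, cut at about 21% in these data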;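 also: 0% = DMSO alone and 100% = DMSO wells spiked with extra 5 µM PC-3 D3A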
Target sequence (P42574 whole entry D9A/D28A/D175A): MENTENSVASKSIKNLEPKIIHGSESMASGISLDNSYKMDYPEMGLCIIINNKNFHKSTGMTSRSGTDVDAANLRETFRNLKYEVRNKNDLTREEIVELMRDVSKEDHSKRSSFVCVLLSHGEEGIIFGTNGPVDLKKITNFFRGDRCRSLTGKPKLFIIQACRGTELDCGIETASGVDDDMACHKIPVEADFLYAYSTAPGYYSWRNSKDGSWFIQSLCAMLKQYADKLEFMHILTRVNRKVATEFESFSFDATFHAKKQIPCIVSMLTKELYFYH
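Technique: 405 nm absorbance of p-nitroaniline, reads at 0 and 120 min; Test system: Procaspase-3 D3A mutant; Incubation: 1 h enzyme-compound preincubation, then 2 h substrate reaction, 25 °C; Repeats: singlicate, each compound tested once; Benchmarks: low control DMSO wells, high control DMSO plus 5 µM PC-3 D3A.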
PP1 inh: PP1-alpha (human) inhibition in PP5 counter-screen | purified PP1alpha, OMFP fluorescence | 320,000 tested, 0.9% active | inhibition, % at 6.7 µM | P62136;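 active = inhibition above the mean inhibition of all tested compounds plus 3 SD, computed separately for each screening campaign, cut at about 15% in these data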
Target sequence (P62136 whole entry, looked up): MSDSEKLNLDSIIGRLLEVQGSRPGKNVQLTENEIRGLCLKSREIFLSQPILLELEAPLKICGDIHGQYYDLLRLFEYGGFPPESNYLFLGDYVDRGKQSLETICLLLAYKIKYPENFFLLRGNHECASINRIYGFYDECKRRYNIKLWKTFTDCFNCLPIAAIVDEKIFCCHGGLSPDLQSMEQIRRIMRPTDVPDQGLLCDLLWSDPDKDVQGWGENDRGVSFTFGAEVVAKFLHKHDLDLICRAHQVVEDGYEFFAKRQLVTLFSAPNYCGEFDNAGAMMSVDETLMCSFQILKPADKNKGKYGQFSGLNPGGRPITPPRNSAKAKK
core dimer inh: HCV core protein dimerization inhibition. TR-FRET GST/Flag-core106 dimerization, 1536-well. inhibition, % at 5 µM. 300,000 tested, 0.33% active. AID 1899;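 active = inhibition above the mean of all tested compounds plus 3 SD, set per screening campaign, cut at about 45% in these data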
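Material: Tagged HCV core106 pair (GST and Flag) | Amount: GST-core106 13.5 nM, Flag-core106 17 nM | Medium: KF-containing HEPES buffer, pH 7.45, DTT, CHAPS, BSA | Reagent: Eu donor and XL665 acceptor anti-tag antibodies | Schedule: 4 h at 22.5 °C | Technique: Time-resolved FRET, ex 340 nm, em 617 and 671 nm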
CTSL1 counter: blocks F. hepatica cathepsin L1 in PFM18AAP counter-screen. recombinant F. hepatica cathepsin L1, Z-Leu-Arg-MCA fluorescence. inhibition, % at 5.96 µM. 300,000 tested, 0.49% active;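 active = inhibition above the mean of all tested compounds plus 3 SD, set per screening campaign, cut at about 17% in these data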;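 also: 0% = plate median of test compound wells and 100% = 1 µM Z-Phe-Ala-diazomethylketone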
Numbers without * were called inactive; . = no result given; + = active, no number; & = joins results of further samples.

SMILES	TPT1 inh	PP5 primary	JMJD2C inh	Efflux pump mplx	procasp7 counter	procasp3 activ	PP1 inh	core dimer inh	CTSL1 counter
COc1ccccc1OCCSc1nc2ccccc2n1CC(O)CO (stereo unspecified)	-1	3.1	-17	0.0	8	4	0	-6	0
Cc1ccc(Cl)cc1N1CCN(CC(O)COC(C)C)CC1 (stereo unspecified)	0	-0.9	-1	0.0	7	4	-1	3	-4
COc1cc(NC(=S)N2CCCCC2C)c(OC)cc1Cl (stereo unspecified)	5	-3.6	-15	0.3	-24	-19	-2	7	-4
COc1ccc(CCNc2cc(C)nc3c(-c4ccc(Cl)cc4)cnn23)cc1OC	-1	4.0	-1	-0.1	6	-11	0	7	0
NC1=NC(=O)/C(=C\c2ccsc2)S1	1	-0.5	-2	0.0	9	2	-7	3	2
OC(COc1ccc2cc(Br)ccc2c1)CN1CCN(c2ccccn2)CC1 (stereo unspecified)	0	-0.2	-26	0.2	-2	-1	3	25	1
Cc1ccc(C(=O)NNC(=O)CCC(=O)Nc2cccc(Cl)c2C)cc1	4	2.1	3	0.0	-1	17	-4	0	-7
CCOC(=O)CN(C(=O)CSc1nnc(C)n1-c1ccccc1)c1ccccc1	-1	2.4	-6	0.0	3	6	-1	-7	-2
COc1ccccc1N1CCN(CCCNC(=O)Nc2ccccc2)CC1	-5	1.1	-6	0.1	13	-6	-1	-5	-4
CC(=O)N1CCOc2ccc(S(=O)(=O)N3CCCC(C)C3)cc21 (stereo unspecified)	-3	-0.2	-6	0.0	6	0	1	-13	-3
CCc1ccc(OCCCC(=O)Nc2ccc(S(N)(=O)=O)cc2)cc1	0	3.2	-6	0.2	1	0	3	8	1
CC(C)OC(=O)c1ccc(NC(=O)c2cccc(-n3cnnn3)c2)cc1	.	6.2	1	-0.1	9	5	-3	.	.

The closing two records of the section before open the next one:
SMILES	TPT1 inh	PP5 primary	JMJD2C inh	Efflux pump mplx	procasp7 counter	procasp3 activ	PP1 inh	core dimer inh	CTSL1 counter
CCc1ccc(OCCCC(=O)Nc2ccc(S(N)(=O)=O)cc2)cc1	0	3.2	-6	0.2	1	0	3	8	1
CC(C)OC(=O)c1ccc(NC(=O)c2cccc(-n3cnnn3)c2)cc1	.	6.2	1	-0.1	9	5	-3	.	.
c1cc2c(cc1Nc1nc(-c3ccc4c(c3)OCO4)cs1)OCCO2	6	-1.5	3	-0.1	-5	-1	7	13	2
COc1ccccc1NC(=O)N1CCCC(C(=O)Nc2cccc(C)c2C)C1 (stereo unspecified)	-4	2.1	16	0.8	-1	-4	-11	-8	-5
COc1cc(OC)cc(C(=O)N[C@H](C(=O)NC2CCCc3ccccc32)C(C)C)c1 (stereo partly specified)	.	.	-9	-0.1	1	5	.	.	.
Cc1ccc(CNC(=O)COC(=O)c2ccc(S(=O)(=O)N(C)C)cc2)cc1	-3	1.2	31	-0.2	-5	-2	2	-1	-4
C=C1CC(C)OC(c2ccccc2OCC(O)CN2CCCCC2)C1 (stereo unspecified)	0	2.6	-5	0.0	6	3	-2	-5	4
C=CCN(CC=C)C(=O)c1cccc(OC2CCN(CC(C)(C)C)CC2)c1	-1	2.3	-3	0.0	5	2	-4	0	-4
CCOC(=O)c1c(C)n(C)c2ccc(OCC(O)Cn3c(C)nc4ccccc43)cc12 (stereo unspecified)	-1	3.8	-3&22	0.1	7	2	5	-5	1
O=C(NN1C(=O)C2C3C=CC(C4CC34)C2C1=O)c1ccc(Cl)cc1 (stereo unspecified)	-2	3.8	5	0.1	-3	7	-4	-7	1
CCc1ccc(C2C(C#N)=C(N)N(N3CCOCC3)C3=C2C(=O)CC(C)(C)C3)s1 (stereo unspecified)	0	-0.3	0	0.1	-6	-1	1	-1	1
COc1cccc(OCCNC(=O)Nc2cc(F)c(F)cc2Cl)c1	-2	2.8	9	-0.1	-2	-9	1	-4	6
CCc1ccccc1NC(=O)CC(=O)Nc1ccccc1CC	-2	0.1	0	0.2	-6	-3	-6	-4	1
O=C(N/N=C(\c1ccccc1)c1ccccn1)c1ccccc1Cl	0	2.1	16	-6.6	-3	1	-4	0	0
COc1ccc(C2(c3ccc(OC)cc3)NC(=O)N(CC(=O)NC(C)C)C2=O)cc1	-3	1.0	6	-0.1	-6	4	0	-1	-2
Cc1ccc(C2(CCNCc3ccco3)CCOC(C(C)C)C2)cc1 (stereo unspecified)	2	2.1	2	-0.1	3	6	1	-4	0
CSc1nnc2c3c4c(sc3c(=O)n(-c3ccccc3)n12)CC(C)(C)OC4	-1	-0.3	-35	0.1	1	-1	-6	-3	1
CC(=O)c1cccc(NS(=O)(=O)c2c(C)n[nH]c2C)c1	-3	-0.2	-8	-0.1	1	3	-1	2	1
O=C(O)c1ccc2c(c1)C1C=CCC1C(c1ccncc1)N2 (stereo unspecified)	-2	0.0	-5	0.1	-1	5	7	-3	3
CC(C)(C)C(=O)Oc1ccc2cc(-c3ccc4ccccc4n3)c(=O)oc2c1	14	0.7	-3	-0.1	-2	-7	-4	0	-1
CCc1ccc(NC(=O)C(=O)NCCN2CCN(C(=O)c3ccco3)CC2)cc1	4	-1.2	-14	0.3	0	-2	-6	6	-5
CCN(C(=O)Cn1nc(C)c([N+](=O)[O-])c1C)c1c(N)n(Cc2ccccc2)c(=O)[nH]c1=O	0	-0.4	-30	0.1	-4	-4	-6	-6	-2
COC(=O)Cn1ncn2cccc2c1=O	1	0.1	-5	0.0	10	5	0	0	-1
COc1ccc(C(=O)CN2C(=O)c3ccccc3S2(=O)=O)cc1	0	-1.8	2	0.0	9	11	-2	-3	6
CCOc1ccc(C(=O)NNC(=O)CNC(=O)c2ccc(C)s2)cc1OC	.	0.1	-3	-0.1	3	-5	-4	.	.
COC(=O)c1ccccc1Sc1c(/C=N/OC(=O)c2ccccc2)c(C(F)(F)F)nn1C	-1	2.5	-18	0.3	13	11	-4	3	-8
CSc1ccc2c(c1)C(N1CCN(C)CC1)Cc1ccc(F)cc1S2 (stereo unspecified)	2	2.2	1	0.1	1	-7	4	-1	3
O=C(CN1N=C(c2ccc(Cl)cc2)CCC1=O)NCc1cccs1	1	4.4	-11	0.0	10	5	-5	-8	-1
CCOC(=O)c1c(C)n(C)c2ccc(OCC(O)CN3CCN(C)CC3)cc12 (stereo unspecified)	1	0.0	7	0.1	1	0	0	0	-1
CN1CCN(c2nc(-c3ccccc3O)nc3ccccc23)CC1	0	1.5	9	0.3	-8	-1	7	0	2
O=C(CN(C1CCCCC1)S(=O)(=O)c1ccc(Cl)cc1)NCc1cccnc1	1	-0.4	2	0.1	1	-3	0	-5	5
Cc1ccc(C)c2[nH]c(=O)c(CN(CC3CCCO3)C(=S)NCc3ccco3)cc12 (stereo unspecified)	4	-0.3	19	0.1	2	-4	1	9	1
CC(C)(C)c1ccc(C(=O)NCC(=O)OCc2ccc([N+](=O)[O-])cc2)cc1	0	2.8	-20	0.1	8	-7	2	4	-5
C#CCOc1c(Cl)cc(/C=N/NC(N)=S)cc1OCC	-3	0.5	6	-13	-3	-4	0	11	80*
Cc1ccc(S(=O)(=O)C(C)C(=O)c2ccc3c(c2)OCCO3)cc1 (stereo unspecified)	-2	-1.7	-5	-0.1	3	-5	-2	2	-1
CCOC(=O)c1cc(C#N)c(N2CCCC2)nc1-c1ccccc1	5	5.5	-5	0.0	4	11	3	22	2
Cc1cc(NCc2ccccc2)nc2ccccc12	-4	4.2	0	0.1	2	-1	6	-2	-1
CC1CN(C(=O)COc2ccc3c(-c4ccccc4)cc(=O)oc3c2)CC(C)O1 (stereo unspecified)	.	-0.9	3	0.0	4	0	-2	.	.

Three structures already listed, sorted by formula weight, low to high.
SMILES	TPT1 inh	PP5 primary	JMJD2C inh	Efflux pump mplx	procasp7 counter	procasp3 activ	PP1 inh	core dimer inh	CTSL1 counter
CSc1ccc2c(c1)C(N1CCN(C)CC1)Cc1ccc(F)cc1S2 (stereo unspecified)	2	2.2	1	0.1	1	-7	4	-1	3
CC1CN(C(=O)COc2ccc3c(-c4ccccc4)cc(=O)oc3c2)CC(C)O1 (stereo unspecified)	.	-0.9	3	0.0	4	0	-2	.	.
Cc1ccc(C)c2[nH]c(=O)c(CN(CC3CCCO3)C(=S)NCc3ccco3)cc12 (stereo unspecified)	4	-0.3	19	0.1	2	-4	1	9	1

The list goes on.
SMILES	TPT1 inh	PP5 primary	JMJD2C inh	Efflux pump mplx	procasp7 counter	procasp3 activ	PP1 inh	core dimer inh	CTSL1 counter
CCOc1ccc(Nc2nc3ccccc3c(=O)s2)cc1	0	-2.1	11	-0.2	-6	3	-5	3	1
COc1ccccc1N(CC(=O)N/N=C/c1ccc(SC)cc1)S(C)(=O)=O	1	3.9	-7	-0.1	4	9	-3	-4	-2
Cc1ccc(SCCNC(=S)Nc2ccccc2)cc1	1	2.9	-9	0.2	-1	6	6	8	-1
O=C(CCCOc1ccccc1)Nc1cccc([N+](=O)[O-])c1	-1	-6.5	7	-0.1	-4	1	0	2	10
CC1CCc2c(sc(/N=C/c3ccco3)c2C(N)=O)C1 (stereo unspecified)	0	0.1	-1	0.0	-5	3	-4	0	0
CCOc1cc(/C=N/NC(=O)COc2ccccc2C)ccc1OC(=O)c1cccs1	-5	4.1	-5	0.1	10	7	9	19	2
CC(=O)Nc1ccc(NC(=O)CCCc2c[nH]c3ccccc23)cc1	-4	1.9	19	0.0	5	9	0	0	0
CCC(C)(C)c1ccc(Oc2cccc(C(=O)O)c2)cc1	-2	-0.7	2	-0.2	7	5	4	2	4
O=[N+]([O-])c1ccc(Cl)cc1Sc1ccccn1	-1	-2.6	1	0.0	-4	1	-4	2	-2
COC(=O)c1cn(C)c2ccc(S(=O)(=O)N3CCOCC3)cc2c1=O	-1	-1.7	9	-0.1	3	1	-4	-3	-2
N#Cc1ccccc1Cn1c(=O)n(CCC(=O)NCc2ccco2)c(=O)c2ccccc21	+	-2.1	-1	0.0	5	-9	-3	7	4
CC(C)NS(=O)(=O)c1ccc(NC(=O)C(C)OC(=O)CCC2CCCC2)cc1 (stereo unspecified)	.	-0.1	20	0.1	1	-1	0	.	.
C[C@H](CO)N1C[C@H](C)[C@@H](CN(C)C(=O)Nc2ccc(C(F)(F)F)cc2)Oc2c(NC(=O)Cc3ccccc3)cccc2C1=O	.	.	-22	0.1	8	2	.	.	.
Cc1ccc(OCC(=O)Nc2ccc(NC(=O)c3ccco3)cc2)c(C)c1	2	1.1	2	0.0	3	3	1	1	-2
C=CCN(C(=O)CCc1ccccc1OC)c1nc(-c2ccc(S(C)(=O)=O)cc2)cs1	-2	-6.3	-14	2.6	-16	-6	3	-7	-9
COc1ccc(OC)c(C2=NO[C@@H]3C(=O)N(c4cc(Cl)ccc4OC)C(=O)[C@H]23)c1	-2	1.6	6	0.0	5	1	1	-1	7
CCn1c(SCc2nc3ccccc3c(=O)[nH]2)nc2ccccc21	2	8.3	7	0.1	8	3	-6	4	2

Rows are unselected. Share with any hit: about 2.9%.
